SIAE primary – blocks human sialic acid acetylesterase; Q9HAT2; SIAE FP-Rh probe binding, fluorescence polarization; inhibition, % at 9.66 µM; hit rate 0.69% among 370,000; AID 1053197;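 active = inhibition above a cutoff: mean of compounds within the control limits plus 3 SD of those, cut at about 17% in these data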;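 note: 0% = plate median of compound wells and 100% = probe without SIAE protein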
Target sequence (Q9HAT2 whole entry, looked up): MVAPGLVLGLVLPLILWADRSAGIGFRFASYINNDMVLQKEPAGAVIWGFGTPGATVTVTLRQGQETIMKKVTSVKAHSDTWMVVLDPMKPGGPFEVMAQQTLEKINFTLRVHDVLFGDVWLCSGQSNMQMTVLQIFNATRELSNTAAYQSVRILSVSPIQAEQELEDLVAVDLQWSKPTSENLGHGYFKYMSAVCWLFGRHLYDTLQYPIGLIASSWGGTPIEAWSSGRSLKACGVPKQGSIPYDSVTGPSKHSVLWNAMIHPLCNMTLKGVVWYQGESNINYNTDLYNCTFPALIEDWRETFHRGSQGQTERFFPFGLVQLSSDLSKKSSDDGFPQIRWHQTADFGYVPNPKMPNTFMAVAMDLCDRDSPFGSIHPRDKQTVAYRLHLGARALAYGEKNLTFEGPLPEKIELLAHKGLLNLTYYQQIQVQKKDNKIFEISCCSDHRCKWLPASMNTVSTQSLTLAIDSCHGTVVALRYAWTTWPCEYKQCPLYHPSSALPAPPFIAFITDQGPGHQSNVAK
GC-A act – GC-A (human) enzyme activation; AID 1671463; activation, % at 10 µM; P16066; HEK293 GC-A cells, cGMP TR-FRET, EC30 ANP; 0% at EC30 ANP, 100% saturating ANP; hit rate 0.14% among 370,000; in the data active = activation above about 40%
MBD2 inh – inhibitors of human MBD2 binding to methylated oligonucleotide; Q9UBB5; TR-FRET; inhibition, % at 4.4 µM; hit rate 0.31% among 370,000; AID 686964; in the data active = inhibition above about 13%
UHRF1 binding – blocks human UHRF1 binding to methylated DNA; Q96T88; UHRF1 binding to methylated oligo, TR-FRET; inhibition, % at 4.4 µM; hit rate 0.75% among 370,000; AID 687016; in the data active = inhibition above about 21%;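 note: UHRF1 SRA domain binding a hemimethylated CpG hairpin DNA probe; 0% = median of test compound wells and 100% = reference inhibitor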
TCR-CD3 inh – inhibitors of human TCR-CD3 interaction; TAMRA-labeled TCR probe fluorescence, biochemical; inhibition, % at 9.4 µM; hit rate 0.37% among 360,000; in the data active = inhibition above about 19%;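 note: recombinant mutant TCR 2C K166C tagged with TAMRA read by polarization; 0% = receptor in buffer alone and 100% = receptor with positive control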
ABHD4 inh – inhibitors of mouse ABHD4. Q8VD66. purified mABHD4, FP-Rh probe fluorescence polarization. inhibition, % at 8.92 µM. hit rate 0.54% among 370,000. AID 720543;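 active = inhibition exceeding the mean over every tested compound plus 3 SD, cut at about 30% in these data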;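 note: 0% = plate median of compound wells and 100% = S159A mutant with DMSO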
Target sequence (Q8VD66 whole entry, looked up): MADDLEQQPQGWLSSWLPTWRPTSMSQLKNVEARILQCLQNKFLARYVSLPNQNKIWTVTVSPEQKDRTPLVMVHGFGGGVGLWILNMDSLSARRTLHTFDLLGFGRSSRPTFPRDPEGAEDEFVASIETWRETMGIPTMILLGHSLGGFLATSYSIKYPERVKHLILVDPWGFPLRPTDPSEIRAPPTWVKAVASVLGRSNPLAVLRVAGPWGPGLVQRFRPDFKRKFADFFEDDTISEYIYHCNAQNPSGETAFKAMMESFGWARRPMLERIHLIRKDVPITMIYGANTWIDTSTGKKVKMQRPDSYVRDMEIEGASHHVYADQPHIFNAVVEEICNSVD
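Test system: mouse ABHD4 enzyme, wild type. Reagent: FP-Rh fluorescent activity-based probe, added after compound pre-incubation. Timing: pre-incubation 45 min, probe exposure 60 min, at 25 °C. Technique: FP readout, ex 525 nm / em 598 nm. Benchmarks: high control S159A mutant with DMSO, low control median of compound wells.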
GC-B act – GC-B (human) receptor activation; activation, % at 10 µM; hit rate 0.11% among 370,000; P20594; HEK293-GC-B cells, CNP EC30, cGMP TR-FRET; 0% at EC30 CNP, 100% saturating CNP; AID 1920062;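 active = activation at 10 µM reaching about 35% in either raw or pattern-adjusted values, limit read from the data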
rCAG RNA binder – binds r(CAG) RNA repeats; hit rate 1.3% among 370,000; inhibition, % at 3 µM; r(CAG) RNA repeat, TO-PRO-1 dye displacement fluorescence;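 active = inhibition above the plate cutoff, the mean of all test compounds on that plate plus 3 SD, cut at about 35% in these data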;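 note: 0% = DMSO alone and 100% = 100 µM mitoxantrone as full dye displacement; higher means more dye released from RNA so lower well fluorescence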
PRMT1 inh – blocks human protein arginine methyltransferase 1 | Q99873 | hit rate 1.3% among 370,000 | inhibition, % at 2.79 µM | AID 652257 | recombinant PRMT1, activity-based probe fluorescence polarization;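 active = inhibition above about 21% made by adding two undisclosed values, limit read from the data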
HTRA1 inh – blocks human HTRA1 serine peptidase. Q92743. recombinant HTRA1, FP-rhodamine activity-based probe, fluorescence polarization. inhibition, % at 5.96 µM. hit rate 0.5% among 340,000. AID 504803; in the data active = inhibition above about 36%;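 note: 0% = enzyme with DMSO and 100% = wells lacking enzyme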
* hit, by the source's call; x = no result given.

Compound	SIAE primary	GC-A act	MBD2 inh	UHRF1 binding	TCR-CD3 inh	ABHD4 inh	GC-B act	rCAG RNA binder	PRMT1 inh	HTRA1 inh
NC(=O)C1CCN(c2ccc(C(F)(F)F)cc2[N+](=O)[O-])CC1	0	3	-4	0	1	-4	-3	1	-1	-6
CCCCN(CCCC)S(=O)(=O)c1ccc(N2CCCC2=O)c([N+](=O)[O-])c1	1	-3	-1	2	-3	4	7	-3	1	-2
O=C(CSc1nnc(-c2ccccc2Cl)o1)N1CCCCC1	0	3	0	-2	0	-1	-3	-1	-1	-1
COc1ccc(/C=N/n2c(C3CCCCC3)n[nH]c2=S)c(OC)c1	7	0	3	-4	2	-1	0	3	-2	9
CS(=O)(=O)c1ccc(CNC(=O)C2(C(F)(F)F)C/C(=C\Cc3ccccc3)CCCO2)cc1 (stereo unspecified)	1	-3	2	0	-1	-7	1	8	1	-10
COc1ccc(CN(C)C(=O)C(Cc2ccccc2)NC(=O)c2ccccc2)c(OC)c1OC (stereo unspecified)	4	-1	1	0	4	5	-10	-1	-3	-8
COc1cc(/C=N/O)ccc1OCc1ccc(C(=O)O)cc1	0	1	0	-1	9	-3	6	-1	0	1
CC(C)CCNC(=O)c1cnn2c(C(F)(F)F)cc(-c3ccco3)nc12	-1	3	-8	2	0	20	2	12	5	0
CCCNC(=O)c1ccc2c(c1)nc(C)n2-c1cccc(C)c1	0	-4	-1	6	-13	-11	6	-2	-1	-4
CCOc1ccc(/C(O)=C2/C(=O)C(=O)N(c3ncccn3)C2c2ccc(C)cc2)cc1 (stereo unspecified)	2	-1	2	1	7	5	-2	8	-4	2
COc1ccc(-c2c3c(nc4sc5c(=O)[nH]c(C)nc5c24)CCC3)cc1	-6	-13	4	2	0	-6	-14	-1	2	-6
Cn1c(=O)c2c(ncn2CC(=O)N2CCCCCC2)n(C)c1=O	2	2	-3	-2	5	-3	6	-2	-2	1
Cc1cc(C)c(C)c(S(=O)(=O)N2CCCCC2C(=O)O)c1C (stereo unspecified)	3	2	-6	-3	8	2	-7	17	2	1
Cc1cc(OCc2cc(C(=O)N(C)Cc3ccccn3)no2)cc(C)c1Cl	-8	2	1	2	3	-13	-2	-5	-1	-17
COc1cc2c(=O)n(CCCN3CCOCC3)c(=S)[nH]c2c(OC)c1OC	0	9	1	5	-7	2	3	1	7	2

Reprinted from the part before: 3 entries, then new ones.
Compound	SIAE primary	GC-A act	MBD2 inh	UHRF1 binding	TCR-CD3 inh	ABHD4 inh	GC-B act	rCAG RNA binder	PRMT1 inh	HTRA1 inh
Cc1cc(C)c(C)c(S(=O)(=O)N2CCCCC2C(=O)O)c1C (stereo unspecified)	3	2	-6	-3	8	2	-7	17	2	1
Cc1cc(OCc2cc(C(=O)N(C)Cc3ccccn3)no2)cc(C)c1Cl	-8	2	1	2	3	-13	-2	-5	-1	-17
COc1cc2c(=O)n(CCCN3CCOCC3)c(=S)[nH]c2c(OC)c1OC	0	9	1	5	-7	2	3	1	7	2
O=C1C(=O)N(CCO)C(c2ccccc2)/C1=C(\O)c1ccccc1 (stereo unspecified)	-5	0	-5	-4	0	-5	-8	0	6	3
CCOc1ccc(S(=O)(=O)N(CC(=O)O)c2ccccc2)cc1	6	-1	-3	-2	2	2	2	2	-4	0
Cc1cc(C)n(CC2CC(=O)N(c3ccc(C)c(Cl)c3)C2=O)n1 (stereo unspecified)	-1	-2	9	8	4	-1	-5	-3	0	2
Cc1cc(C)cc(C(O)c2ncc(-c3ccc(Cl)cc3)[nH]2)c1 (stereo unspecified)	-4	-1	-1	-1	-3	-7	2	1	-3	x
COc1cc(C(=O)NCCC(=O)N2CCC3(CC2)NCCc2[nH]cnc23)cc(OC)c1OC	-5	1	-3	0	5	1	2	-2	-2	-1
Cc1cccc(N2CCN(C(=O)C3CCN(S(=O)(=O)c4c(C)noc4C)CC3)CC2)c1C	5	0	6	1	0	-11	-8	0	4	-2
CC(=O)Oc1ccc(C(=O)Cc2ccccn2)c(O)c1	7	0	1	0	0	2	-6	-2	-2	9
O=S(=O)(CCN(CCS(=O)(=O)C(F)(F)F)CC1CCCO1)C(F)(F)F (stereo unspecified)	5	0	2	3	-3	3	0	-3	0	-7
CCOC(=O)c1ccc(N2CCCCC2)c(NS(=O)(=O)c2ccc(C)cc2)c1	-2	-4	-2	6	-10	-5	-4	4	3	x
CC(C)CN(C(=O)CSc1nnc(C2CC2)n1-c1ccccc1)C1CCS(=O)(=O)C1 (stereo unspecified)	-3	1	4	-3	7	4	-2	-2	-2	1
CC(Sc1nnnn1C1CCCCC1)C(=O)O (stereo unspecified)	0	4	3	1	-1	2	-1	-1	4	3
O=C(c1ccc2c(c1)CCN2S(=O)(=O)c1ccccc1)N1CCN(c2ccccc2)CC1	11	-2	0	-1	0	3	-4	1	0	-2
COC(=O)c1cc(-c2ccc(NC(C)=O)cc2)nc2ccccc12	-13	3	3	3	-10	-11	-6	3	5	-13
COC(=O)c1cc(S(=O)(=O)Nc2ccc(C)c(F)c2)c[nH]1	16	-1	3	-2	0	7	-4	2	-1	-2
N#CC1=C(N)N(c2ccccc2)C2=C(C(=O)CCC2)C1c1ccccc1 (stereo unspecified)	0	-3	-3	3	-3	15	-6	2	1	0
Cn1cc(C(=O)Nc2ccc3c(c2)CCC3)cn1	-5	3	-2	0	2	1	1	0	2	5
O=c1[nH]c(=O)n([C@H]2C[C@H](O)[C@@H](CO)O2)cc1I	6	4	5	-3	2	-3	3	-1	-1	1
Cc1onc(-c2ccccc2)c1C(=O)N/N=C/c1ccc([N+](=O)[O-])c(O)c1	11	0	-4	-6	4	0	-1	9	-2	5
CCOc1ccccc1NC(=O)N1CCc2ccccc2C1	18*	0	1	0	0	-1	4	-5	0	8
S=c1[nH]nc(Cc2sc(-c3ccccc3)nc2-c2ccccc2)o1	-3	0	5	1	-1	-14	1	61*	18	-23
COc1ccc(NC(=O)CN(C)C(=O)CCNS(=O)(=O)c2ccc(Br)cc2)cc1	0	0	-5	-3	-6	-2	-1	-1	-3	-1
COc1ccc(-c2csc(Nc3ccc(C)cn3)n2)cc1OC	0	-1	-3	-3	-3	15	-3	12	-2	12
O=C1C(Cl)=C(N2CCCCCC2)C(=O)N1c1ccc(Br)cc1	-14	-1	5	1	1	2	1	9	9	-34
Cc1ccc(N(CC(=O)NCCc2ccc(Cl)cc2)S(=O)(=O)c2c(C)noc2C)cc1	-3	-4	1	-2	-5	2	-5	1	0	-6
CCN1CCc2c(C#N)c(NCc3ccccc3)nc(NCCO)c2C1	8	14	1	0	7	6	-2	-1	-2	5
C[C@H](NC(=O)c1cccc([N+](=O)[O-])c1)C(=O)OCC(=O)c1ccccc1Br	2	3	2	-2	-1	-3	0	7	2	-4
CC(=O)Nc1ccc(NC(=O)CN(C)CC(=O)Nc2ccccc2Br)cc1	15	3	0	1	-1	-2	1	-2	-2	9
O=C(NCCc1ccccc1)C1Cc2c(-c3ccccc3Oc3ccccc3)ccnc2O1 (stereo unspecified)	7	-16	-1	-1	2	-7	-6	4	0	x
O=C(c1ccc(C(=O)N2CCCCCC2)cc1)N1CCCCCC1	0	-3	-2	0	12	6	2	-6	-1	0
Fc1ccccc1NC(=S)N1CCCCC1	6	2	-4	-4	8	1	7	-2	-2	3
O=C(CN1C(=O)S/C(=C\C=C\c2ccccc2)C1=O)Nc1ccc(C(=O)O)cc1	-4	1	-1	0	-2	-43	-3	54*	12	-33
CC(OC(=O)c1ccccc1Nc1ccc(SC(F)F)cc1)C(N)=O (stereo unspecified)	-2	39	-1	-2	9	-15	0	-1	3	-14
CNC(=O)OC(C)CNS(=O)(=O)c1ccc(C)cc1 (stereo unspecified)	-1	4	1	3	5	1	3	-4	3	-1
CCCn1nc(NC(=O)c2cccs2)c2cc3cc(OC)ccc3nc21	-4	3	3	-2	1	2	2	-1	-3	-54
Cc1cccc(NC(=O)CC(C)(C)C)c1	11	0	-6	-4	-6	-8	-1	1	0	3
C=C(C)[C@@H]1CC=C(CO)CC1	1	7	-6	-2	3	4	7	4	-1	0
CCC(Sc1nc2c(c(=O)n1CC)SC(C)C2)C(=O)OC (stereo unspecified)	3	-4	8	4	-3	-2	10	-4	8	-4
O=C(OCc1nnc(-c2ccc([N+](=O)[O-])cc2)o1)C1CC(=O)N(CCc2ccccc2)C1 (stereo unspecified)	-10	-6	-4	0	0	1	-4	2	-2	-2
O=C(COc1ccccc1)Nc1ccc(S(=O)(=O)NCc2ccco2)cc1	-11	0	-4	3	0	0	-5	4	3	-10
O=C(Nc1ccccc1)c1cc(-n2cnnc2)ccc1Cl	-7	4	2	2	8	-1	2	0	3	0
O=C(CN1C(=O)S/C(=C\c2ccc(F)cc2)C1=O)NC1C=CS(=O)(=O)C1 (stereo unspecified)	3	3	-8	3	4	3	-5	-1	3	1
COC(C[C@H](O)C[C@@H](O)[C@H](C)OCc1ccccc1)OC	1	2	2	1	3	3	2	-1	-1	4
COc1ccc2sc(-c3ccccc3OC)c(-c3ccc(OCCN(C)C)cc3)c2c1	3	-7	5	1	3	23	-8	6	1	-5
CCC(=O)NC1=C(Nc2ccc(N)cc2)C(=O)c2ccccc2C1=O	9	-24	-11	-1	-4	5	-8	8	1	20
CCn1c(O)c2ccc(C(=O)N=NC(=O)c3ccccc3)cc2c1O	0	2	-2	0	-5	2	4	0	1	2
C=CCN(C(=O)CNC(=O)c1ccco1)C(C(=O)NC1CCCCC1)c1ccc(OC)cc1 (stereo unspecified)	0	-1	-3	1	3	2	1	-6	-1	2
Cc1nnc(SCCN2CCOCC2)n1-c1cccc(Cl)c1	0	2	0	8	4	20	-2	-4	0	-1
C[C@H]1CN([C@@H](C)CO)S(=O)(=O)c2ccc(Br)cc2O[C@@H]1CN(C)S(=O)(=O)c1ccccc1F	3	-3	-1	0	-13	4	2	2	-1	x
COc1ccccc1OCC(=O)N(Cc1nc(-c2ccccc2)no1)C(C)C	4	-1	-8	3	4	3	-4	-7	1	0
COc1ccc(OC)c(N(CC(=O)NC2CCCCCC2)S(=O)(=O)c2ccc(C)cc2)c1	-1	-12	0	-2	6	5	-9	-6	0	-4
N#Cc1c(N2C(=O)C3C4C=CC(C4)C3C2=O)sc2c1CCC2 (stereo unspecified)	-1	-1	-2	1	1	5	-2	-3	-1	3
CCOC(=O)n1c(=O)n(Cc2ccc(F)cc2)c2ccccc21	-2	-1	1	0	7	-2	4	-8	-2	-6
CN(C)c1nc2n(c(=S)n1)CCS2	-1	3	1	0	8	-1	5	-3	3	3
O=C(CSc1nnnn1-c1ccc(Cl)cc1)Nc1cccnc1Cl	2	0	-2	-1	-4	4	2	1	2	-2
Cc1c(Cl)cccc1NC(=O)Nc1cnccn1	-3	-5	7	7	-7	4	0	-1	5	-2
NS(=O)(=O)c1ccc(NC(=O)C(=O)NCCC(=O)O)cc1	-3	1	2	3	4	3	3	3	-5	-2
CC1CN(C(=O)NCc2ccccc2)c2cc(Cl)ccc2O1 (stereo unspecified)	3	-9	6	2	-1	-5	3	-5	5	-5

Screening data (PubChem)

Not all compounds are listed. The share of hits here may be higher or lower than overall.
